C-LANA FP: blocks KSHV LANA C-terminal domain binding to DNA. inhibition, % at 9 µM. MBP-C-LANA/FAM-LBS DNA binding, fluorescence polarization. actives 0.078% (n = 340,000). AID 504423;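 active means highest replicate inhibition at or above 60% at 9 µM, even if other replicates fall short; inactive means all replicates below 60% inhibition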;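 further: 0% = neutral control wells and 100% = 4 µM acridine orange control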
MOR-DOR inv ag: inverse agonists of human mu-delta opioid receptor heterodimerization; AID 504357; actives 0.21% (n = 340,000); cell-based MOR-DOR heterodimer luminescence, inverse agonism; inhibition, % at 9.3 µM; in the data active means inhibition above about 22%, passing the limit was not always enough;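 further: 0% = cells with DMSO and 100% = wells without cells with DMSO; values of inactives mirror those of a sister screen read the other way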
Target sequence (P35372 whole entry, looked up): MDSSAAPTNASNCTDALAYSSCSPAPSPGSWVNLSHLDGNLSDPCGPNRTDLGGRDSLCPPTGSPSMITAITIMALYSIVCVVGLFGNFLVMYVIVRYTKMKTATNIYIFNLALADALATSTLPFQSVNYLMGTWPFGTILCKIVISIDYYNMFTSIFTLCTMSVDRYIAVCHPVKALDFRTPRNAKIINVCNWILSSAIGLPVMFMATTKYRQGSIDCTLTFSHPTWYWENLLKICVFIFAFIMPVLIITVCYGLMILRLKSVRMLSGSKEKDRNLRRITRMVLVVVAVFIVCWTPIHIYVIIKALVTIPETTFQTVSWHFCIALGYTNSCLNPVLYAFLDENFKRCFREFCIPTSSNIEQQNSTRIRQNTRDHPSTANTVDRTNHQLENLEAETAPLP
Target sequence (P41143 whole entry, looked up): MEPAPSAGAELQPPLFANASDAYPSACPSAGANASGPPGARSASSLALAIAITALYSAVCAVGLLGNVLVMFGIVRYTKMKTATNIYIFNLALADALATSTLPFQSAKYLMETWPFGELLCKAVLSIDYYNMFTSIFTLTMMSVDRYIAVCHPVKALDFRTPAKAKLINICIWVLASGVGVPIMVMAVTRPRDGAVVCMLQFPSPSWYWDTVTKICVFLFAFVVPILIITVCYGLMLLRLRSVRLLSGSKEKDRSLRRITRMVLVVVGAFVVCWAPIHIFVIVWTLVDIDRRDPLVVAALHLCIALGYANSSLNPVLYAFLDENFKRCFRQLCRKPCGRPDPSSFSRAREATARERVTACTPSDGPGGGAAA
Arrestin-AP2 inh: inhibitors of human beta-arrestin and AP2 interaction | FITC-arrestin peptide / GST-AP2 beads, flow cytometry; AP2 beta2 appendage carries R879A mutation | inhibition, % at 10 µM | actives 0.31% (n = 340,000);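 active means inhibition above a set limit, near 3 SD of compounds lacking own fluorescence, cut at about 54% in these data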;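 further: plate controls were DMSO wells for no effect and 5 µM unlabelled arrestin peptide for full effect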
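Measured by: flow cytometry, FL1 (488/535 nm); Material: AP2 appendage R879A on GSH beads; Evaluation: percent response; Timing: pre-incubation 12 min, peptide binding 1 h, room temperature; Also added: 50 nM FITC-arrestin peptide; Medium: PBS with 0.05% Tween 20 and 0.1% BSA.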
Wnt bcat act: activates Wnt/beta-catenin signaling in a reporter cell assay | activator, plate reader | activation, % at 9.35 µM | actives 1.2% (n = 300,000) | AID 743398; in the data active means activation above about 30%, passing the limit was not always enough;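 further: 0% = neutral control wells and 100% = positive control wells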
V-ATPase pH: regulators of yeast V-ATPase proton transport. S. cerevisiae, pHLuorin cytosolic pH fluorescence. response, % at 10 µM. actives 0.37% (n = 350,000). AID 504577; in the data active means response mostly above about 7.3%, no sharp cut-off; inactive means mostly below about 5.4%; further: actives read high; inactives centre near 0; some compounds called inactive have numbers as strong as hits; reference of the scale not given here
OPRM1-OPRD1 ag: agonists of human mu-delta opioid receptor heterodimerization; P35372+P41143; AID 504326; activation, % at 9.3 µM; cells, OPRM1-OPRD1 heterodimerization, luminescence; actives 0.3% (n = 340,000); in the data active means activation above about 18%;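 further: 0% = vehicle-treated cells and 100% = reference agonist; values of inactives mirror those of a sister screen read the other way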
DSG3 Ab inh: inhibitors of pemphigus antibody binding to human desmoglein-3. DSG3-coupled beads, scFv-anti-DSG3-GFP binding, flow cytometry; hits give low values. binding (percent of control), % at 10 µM. actives 0.48% (n = 310,000). AID 588358;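 active means binding more than 3 SD below its plate's average and above zero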;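 further: hits lower antibody fragment binding to DSG3; some compounds called inactive have numbers as strong as hits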
cardiac RTF act: cardiac RTF calcium sensitization. P19429+P45379. IANBD-labeled TnC RTF fluorescence at EC20 calcium; 0% EC20 calcium, 100% full calcium. activation, % at 7.2 µM. actives 0.24% (n = 340,000). AID 493008;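 active means activation above the mean over all tested compounds plus 3 SD, cut at about 30% in these data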;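 further: rise in fluorescence read as greater calcium sensitivity of cardiac thin filaments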
Keap1-Nrf2 PPI: inhibitors of human Keap1-Nrf2 protein-protein interaction | Q14145 | Keap1 Kelch-Nrf2 peptide fluorescence polarization, 1536-well | actives 0.15% (n = 340,000) | inhibition, % at 9.4 µM; in the data active means inhibition above about 12%;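 further: human Keap1 Kelch domain with fluorescein labeled Nrf2 9mer peptide probe; 0% = neutral control wells and 100% = peptide positive control; higher means more block of Keap1 binding to Nrf2 peptide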
Cardiac RTF inh: cardiac RTF calcium desensitization. AID 493244. inhibition, % at 7.15 µM. P19429+P45379. actives 0.12% (n = 340,000). IANBD-labeled cardiac RTF, Ca2+ fluorescence;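 active means inhibition above the mean inhibition of all tested compounds plus 3 SD, cut at about 17% in these data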;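 further: assay run at fixed EC70 calcium of 1.6 mM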
Active calls of the source: *; x = not tested or not shown.

SMILES	C-LANA FP	MOR-DOR inv ag	Arrestin-AP2 inh	Wnt bcat act	V-ATPase pH	OPRM1-OPRD1 ag	DSG3 Ab inh	cardiac RTF act	Keap1-Nrf2 PPI	Cardiac RTF inh
Cc1cccc(/C=C2/C(=O)/C(=C/c3ccccc3C)C3CCC2N3C)c1 (centres undefined)	-0.8	5	13	1	2	-1.0	100	2	-2	2
Cc1nnc(SC(C)C(=O)Nc2ccc3c(c2)OCCO3)s1 (centres undefined)	-0.1	9	-8	x	-3	-1.6	100	-5	-3	-3
Cc1cc(C)n(CCC(=O)N2c3ccccc3CC2C)n1 (centres undefined)	0.1	9	0	1	0	-1.8	109	-7	1	0
COc1ccc(C(=O)OCC(=O)c2ccc(F)cc2)cc1OC	-1.3	10	-17	-3	0	-1.9	90	-6	-6	-4
CCOC(=O)C(CC)Sc1nnc2cc(C)c3ccccc3n12 (centres undefined)	-0.7	7	15	x	5	-1.2	106	5	1	1
CCN(c1ccccc1)S(=O)(=O)c1ccc(Cl)c(NC(=O)CSc2n[nH]c(N)n2)c1	-1.1	8	15	-2	-1	-1.5	96	7	-3	1
CC(=O)N/N=C/c1cc(C)n(-c2ccc(Br)cc2)c1C	-1.0	11	-5	-2	-1	-1.8	99	-4	-1	-18
O=C(Nc1ccccc1-c1ccccc1)c1cccs1	-0.8	0	13	0	7	0.0	101	-1	-1	5
COc1ccc(N2CCN(CCNC(=O)CCN3C(=O)COc4ccccc43)CC2)cc1	0.7	5	-8	x	0	-0.9	101	2	1	0
CC(NS(=O)(=O)c1ccc(F)cc1)C(c1cccs1)N1CCOCC1 (centres undefined)	-0.4	0	10	1	3	0.0	93	0	-3	-1
CON(C)C(=O)C[C@@H]1C[C@H](OC(=O)c2ccc([N+](=O)[O-])cc2)CN1C(=O)OC(C)(C)C	-0.6	5	2	-4	-2	-1.0	101	0	-3	10
CC(=O)NC(Cc1cccc(C)c1)C(=O)NC1CCN(S(=O)(=O)c2ccccc2)CC1 (centres undefined)	-1.2	17	-5	0	-3	-3.1	97	-3	-3	0
O=C(NC1CCCC1)C1(c2ccccc2)CCN(S(=O)(=O)c2ccccc2)CC1	-1.2	9	9	x	0	-1.6	130	2	-1	-3
CCCCCn1c(=O)[nH]c2cc(C(=O)NCc3ccc4c(c3)OCO4)ccc2c1=O	0.0	7	-16	-9	-5	-1.1	x	-3	0	-8
COc1ccc(CN2CCNC(=O)C2CC(=O)NC2CC(C)(C)CC(C)(C)C2)cc1OC (centres undefined)	-1.2	4	-17	2	2	-0.8	100	-6	4	-3
CCN(CCCNC(=O)C1CCC(=O)N1Cc1ccc(C)cc1)c1cccc(C)c1 (centres undefined)	0.8	4	6	x	7	-0.8	107	-1	-2	-11
Cc1sc2ncnc(N3CCCCC3C)c2c1C (centres undefined)	0.3	-18	18	-2	1	3.5	105	-6	-2	4
c1ccc(N2CCN(C3CCSC3)CC2)cc1 (centres undefined)	1.7	-7	12	-2	-7	1.3	101	10	-7	0
Cc1cc(O)c(C(C)C)cc1C1(c2cc(C(C)C)c(O)cc2C)OC(=O)c2ccccc21	-0.9	-65	-6	-16	-1	13	104	2	-1	-5
O=Cc1ccc(Oc2ncccn2)cc1	-1.1	7	2	1	-5	-1.3	125	-2	0	-4
CCOC(=O)C1CCN(C(=O)/C=C/c2cc(OC)c(OC)c(OC)c2)CC1	-0.6	14	10	2	-2	-2.6	101	4	1	-3
COc1ccc(C(CNC(=O)C2CC(=O)N(Cc3ccc(C)cc3)C2)N(C)C)cc1 (centres undefined)	-0.5	-10	-6	x	-2	2.0	x	-2	-2	-4
Cc1cc2[nH]ncc2cc1NC(=S)NC(=O)c1ccccc1	-0.1	4	3	x	1	-0.7	x	-1	-5	-3
c1ccc(CCNc2ncnc3c2cnn3-c2ccccc2)cc1	1.8	-36	11	x	-1	6.4	102	-3	2	-10
CC(=O)C1=C(NC(=O)c2ccc(C(F)(F)F)cc2)C[C@@H]2[C@H]1C2(C)C	0.0	3	4	1	2	-0.5	103	6	-4	-2
N#Cc1c(N2CCCC2)ccc(Br)c1Cl	-1.0	-5	-11	2	8	1.1	x	0	-4	2
CCCCC(=O)NC1(C(F)(F)F)C(=O)N(CC(C)C)C2=C1C(=O)CC(C)(C)C2 (centres undefined)	0.5	-3	13	x	7	0.5	102	1	-3	-3
CCOC(=O)c1[nH]c(C)c(/C(O)=C2\C(=O)C(=O)N(CCCN(CC)CC)C2c2cccnc2)c1C (centres undefined)	1.1	17	3	x	-1	-3.2	103	3	-5	2
Cc1[nH]c(C)c(S(=O)(=O)NCC(C)c2ccccc2)c1C(=O)N1CCCCC1 (centres undefined)	-1.1	14	-9	-1	-2	-2.6	106	4	-4	0
O=C(c1cccn2c(=O)c3cc(Cl)ccc3nc12)N1CCN(Cc2ccc3c(c2)OCO3)CC1	-0.4	6	9	x	1	-1.0	98	5	-2	-5
Cc1cc(=O)[nH]c(-c2cccnc2)n1	-1.2	3	63*	-3	4	-0.6	100	0	3	6
Cc1cc(C)cc(NC(=S)NC2CC3CCCC(C2)N3C2CCCC2)c1 (centres undefined)	-2.4	-15	21	-1	1	2.9	110	4	-5	-6
O=c1oc2ccccc2cc1-c1nc(-c2ccccc2)no1	1.9	-8	4	x	13	1.3	93	6	-2	-7
COC/C=C/C1=CC2=CC(=O)C(C)(OC(=O)c3cnc4ccccc4n3)C(=O)C2=CN1Cc1ccc(OC)cc1 (centres undefined)	-1.0	1	12	-3	-9	-0.3	99	-2	-4	1
COc1ccc(NS(=O)(=O)c2cc([N+](=O)[O-])ccc2NN=Cc2ccccc2OCC(=O)O)cc1	2.3	21	16	2	0	-5.4	101	2	-4	-6
Cc1ccc(S(=O)(=O)N2CCCCC2C(=O)O)s1 (centres undefined)	0.6	8	23	-1	2	-1.4	106	3	-4	-3
CCOCCc1nnc(NC(=O)C2CC(=O)N(c3ccc(OCC)cc3)C2)s1 (centres undefined)	0.7	6	13	1	1	-1.2	103	-6	-4	-8
CCOC(=O)c1c(C)c(C(=O)NCc2ccccn2)c(C)n1C	-0.9	7	4	x	2	-1.3	100	-1	-1	-9
COC(=O)c1c(NC(=O)c2ccn(C)n2)sc2c1CCC2	-1.4	-12	16	-2	8	1.8	98	4	0	-10
O=C(CSc1nc2cccnc2n1Cc1ccccc1)NC1CCCCC1	0.3	10	7	0	1	-1.7	97	3	-5	-2
CN1C(=S)N2CCCN2C1c1ccccc1 (centres undefined)	-0.3	9	-3	1	-1	-1.6	103	8	-4	-7
Cc1ccc(/C=C2/NC(=O)N(Cc3ccc(Br)cc3)C2=O)o1	3.0	-42	-17	x	0	9.3	100	1	-3	6
CCN(CC(=O)Nc1sc2c(c1C#N)CCCC2)CC(=O)NC1CCS(=O)(=O)C1 (centres undefined)	-0.6	6	32	-3	0	-1.2	94	-3	-2	-5
CCOC(=O)C(CC)n1nc(C)n2c(cc3occc32)c1=O (centres undefined)	-0.9	16	-11	1	-1	-2.6	x	1	-1	5
COc1cc(OC)cc(C(=O)OC(C)C(=O)NC2CCCc3ccccc32)c1 (centres undefined)	0.6	2	-2	-2	5	-0.6	104	-3	-1	-1
O=C(O)c1cccc(S(=O)(=O)N2CCN(S(=O)(=O)c3ccc4ccccc4c3)CC2)c1	x	9	-3	1	1	-1.7	103	-1	x	5
COc1ccccc1CNC(=O)C1CCC(CNS(=O)(=O)c2cccs2)CC1 (centres undefined)	0.4	11	-15	-4	0	-2.1	103	3	-5	-26
NC(=O)[C@@H]1CCCNc2c(F)cc([N+](=O)[O-])cc2C(=O)N[C@@H](CO)C(=O)N[C@@H](Cc2ccc(O)cc2)C(=O)N1	-1.5	3	30	-7	-3	-0.6	102	2	2	4
O=C1N(c2ccccc2)c2ccccc2C1(O)C(F)(F)F (centres undefined)	-1.8	21	15	-1	0	-4.4	128	-9	4	2
O=C(CN1CCN(Cc2ccc(F)cc2Cl)CC1)NCc1ccccc1	-3.4	-2	27	-3	-2	0.4	104	-11	3	-11

Continued (4 carried over from the part before).
SMILES	C-LANA FP	MOR-DOR inv ag	Arrestin-AP2 inh	Wnt bcat act	V-ATPase pH	OPRM1-OPRD1 ag	DSG3 Ab inh	cardiac RTF act	Keap1-Nrf2 PPI	Cardiac RTF inh
COc1ccccc1CNC(=O)C1CCC(CNS(=O)(=O)c2cccs2)CC1 (centres undefined)	0.4	11	-15	-4	0	-2.1	103	3	-5	-26
NC(=O)[C@@H]1CCCNc2c(F)cc([N+](=O)[O-])cc2C(=O)N[C@@H](CO)C(=O)N[C@@H](Cc2ccc(O)cc2)C(=O)N1	-1.5	3	30	-7	-3	-0.6	102	2	2	4
O=C1N(c2ccccc2)c2ccccc2C1(O)C(F)(F)F (centres undefined)	-1.8	21	15	-1	0	-4.4	128	-9	4	2
O=C(CN1CCN(Cc2ccc(F)cc2Cl)CC1)NCc1ccccc1	-3.4	-2	27	-3	-2	0.4	104	-11	3	-11
CCOC(=O)c1cc2sccc2n1CC(=O)OC	1.3	10	-2	1	-1	-1.7	97	-5	2	-3
Cc1ccc(S(=O)(=O)c2c(C)nn(C(C)(C)C)c2OC(=O)C2CCCC2)cc1	1.1	3	3	1	-5	-0.6	117	3	2	1
COc1ccc(CC(=O)NCCC(C)C)cc1S(=O)(=O)N1CCOCC1	-1.8	10	7	-2	-2	-1.9	99	1	-2	-12
Cc1cccc(NC(=O)CSc2nnnn2-c2cccnc2)c1	2.1	14	3	x	-1	-2.5	104	-1	6	0
CC1CCCN(c2ccc3nncn3n2)C1 (centres undefined)	-0.2	18	3	-4	-1	-4.0	x	-3	-4	0
O=C(NCC1CCCO1)c1onc(CSc2cccc3ccccc23)c1C(=O)O (centres undefined)	0.9	8	-5	-3	2	-1.4	100	4	6	-7
O=C(N/N=C/c1cc([N+](=O)[O-])ccc1O)Nc1ccccc1	0.1	23	10	2	1	-4.4	109	0	-5	-1
COC(=O)C1SCC2C(=O)N(Cc3cccc(C)c3)CC(=O)N21 (centres undefined)	-0.1	12	2	-1	-2	-1.9	79	11	-3	-20
Cc1nc(SCC(=O)NCc2ccc(F)cc2)c2c(=O)n(C)c(=O)n(C)c2n1	0.1	9	3	-3	0	-1.6	87	2	1	5
COC(=O)c1ccc(CSc2nnc(-c3ccncc3)o2)cc1	-1.2	15	20	0	6	-3.4	123	5	-4	-8
CCOC(=O)c1[nH]c(COC(=O)C2CC(=O)N(Cc3ccccc3)C2)c(C(=O)OCC)c1C (centres undefined)	-2.9	4	2	-3	1	-0.8	102	9	-3	-18
CCOc1cccc(/C=C2\NC(=S)N(c3ccccc3)C2=O)c1O	-1.3	15	2	16	-4	-3.3	104	-6	-3	-15
CCn1c(SCC(=O)NC(C)(C)C)nnc1-c1ccoc1C	1.6	18	-2	-5	1	-3.0	x	-3	-3	-5

High-throughput results (PubChem BioAssay)
